Bioassay records as filed in PubChem.
GCN5L2 inh: GCN5L2 (KAT2A) acetyltransferase inhibition; Potency, µM (series often up to 58.9 µM), inactives show at the highest dose activity change, negative = inhibition, most hits filed as inhibitors; 0.21% of 390,000 active; GCN5L2 HAT assay, ThioGlo1 CoA-SH fluorescence; Q92830
Target sequence (Q92830 whole entry, looked up): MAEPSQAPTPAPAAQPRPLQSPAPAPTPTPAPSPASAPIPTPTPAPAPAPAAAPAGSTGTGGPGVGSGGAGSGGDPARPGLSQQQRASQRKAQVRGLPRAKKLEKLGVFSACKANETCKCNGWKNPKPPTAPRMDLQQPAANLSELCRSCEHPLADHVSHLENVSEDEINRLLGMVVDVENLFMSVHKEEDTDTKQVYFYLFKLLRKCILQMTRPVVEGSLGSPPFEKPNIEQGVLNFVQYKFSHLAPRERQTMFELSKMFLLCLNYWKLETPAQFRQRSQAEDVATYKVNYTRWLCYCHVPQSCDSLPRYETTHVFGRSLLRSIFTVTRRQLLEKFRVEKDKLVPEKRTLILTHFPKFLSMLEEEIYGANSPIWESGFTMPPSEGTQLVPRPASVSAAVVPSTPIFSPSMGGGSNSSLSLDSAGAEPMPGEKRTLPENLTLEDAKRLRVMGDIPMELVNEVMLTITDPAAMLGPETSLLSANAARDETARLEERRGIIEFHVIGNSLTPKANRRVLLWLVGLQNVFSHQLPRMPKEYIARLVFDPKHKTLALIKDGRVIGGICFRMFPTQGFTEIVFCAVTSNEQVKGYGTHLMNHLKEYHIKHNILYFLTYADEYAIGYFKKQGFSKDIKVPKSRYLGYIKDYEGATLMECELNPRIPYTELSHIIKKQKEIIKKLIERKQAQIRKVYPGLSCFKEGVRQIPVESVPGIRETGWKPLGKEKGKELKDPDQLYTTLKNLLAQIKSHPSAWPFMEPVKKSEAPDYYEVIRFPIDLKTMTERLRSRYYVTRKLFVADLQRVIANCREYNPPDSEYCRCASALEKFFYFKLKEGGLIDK
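Titration-based screen in which CoA formation is detected via maleimide probe ThioGlo1 (50uM) turning fluorescent on thiol reaction; substrates H3(1-25) 75uM and acetyl-CoA 70uM, GCN5L2 20nM, 20 min incubation at room temperature.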
TDP1 cell CPT: growth inhibition of DT40 Tdp1-/-;hTDP1 cells with camptothecin (screen for TDP1 inhibitors) | chicken DT40 Tdp1-/-;hTDP1 cells + 20 nM CPT, ATP luminescence, 48 h | 12% of 420,000 active | Potency, µM (highest dose often 46.2 µM), for the others: top-dose activity change, negative = growth inhibition, actives largely listed as inhibitors | AID 686979; note: nearly all actives have a fitted effect of over 55% in size
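Cell growth measured by CellTiter-Glo luminescence after a minimum 48 h, 37 C compound exposure with 20 nM CPT in Tdp1-knockout DT40 cells stably expressing hTDP1, seeded 400/well; qHTS titration format.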
DT40 TDP1 no CPT: qHTS for Inhibitors of human tyrosyl-DNA phosphodiesterase 1 (TDP1): qHTS in cells in absence of CPT | DT40 Tdp1-/- hTDP1 cells, no CPT, ATP luminescence, 48 h | Potency, µM (series often up to 46.2 µM), for inactives: at the top dose activity change, negative = growth inhibition, usual class: inhibitors | 15% of 420,000 active | AID 686978, 2013; note: nearly all actives have a fitted effect of over 55% in size
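No-CPT arm: Tdp1-/-;hTDP1 DT40 cells (400/well) plus compounds, incubated ≥48 hr at 37 °C. Readout CellTiter-Glo luminescence.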
Active calls of the source: *; ? = inconclusive; . = no result given; & = joins results of further samples; [ ] = dose if it differs, or a comment. Calls come from the whole dose curve; as a rule, active = well fitted curve in the direction sought with a large enough effect; inconclusive = small, poorly fitted or top-dose-only effect, or another doubt; inactive = no such curve, though single readings can be large; an effect the other way counts as inactive or inconclusive. % is set by controls: 0 for no effect and ±100 for the full control effect; potency is the fitted concentration of half-maximal effect. An excerpt; count on the stated rates, not on these rows.

Preview:
SMILES	GCN5L2 inh	TDP1 cell CPT	DT40 TDP1 no CPT
COC(=O)c1ccc(COC(=O)c2cnccn2)cc1	2%	13%	-6%
CN(C(=O)CSc1nc2ccc(NC(=O)c3ccc(F)cc3)cc2s1)c1ccccc1	-5%	16µM*	15µM*
CSc1nc(C)cc(OCCNS(=O)(=O)c2ccc(C)cc2)n1	.	-14%	-11%
O=C(CN1C(=O)C2C3C=CC(C4CC34)C2C1=O)Oc1ccccc1 (centres undefined)	-2%	5%	0%
Cc1cccc(Cl)c1OCCN1CCCC1	2%	-3%	-20%
COc1ccc(C2=CC3=C(Br)C(=O)C(C)(OC(=O)c4ccc(Cl)nc4)C(=O)C3=CO2)cc1 (centres undefined)	-4%	?	-18%

This part in full, from the start:
SMILES	GCN5L2 inh	TDP1 cell CPT	DT40 TDP1 no CPT
COC(=O)c1ccc(COC(=O)c2cnccn2)cc1	2%	13%	-6%
CN(C(=O)CSc1nc2ccc(NC(=O)c3ccc(F)cc3)cc2s1)c1ccccc1	-5%	16µM*	15µM*
CSc1nc(C)cc(OCCNS(=O)(=O)c2ccc(C)cc2)n1	.	-14%	-11%
O=C(CN1C(=O)C2C3C=CC(C4CC34)C2C1=O)Oc1ccccc1 (centres undefined)	-2%	5%	0%
Cc1cccc(Cl)c1OCCN1CCCC1	2%	-3%	-20%
COc1ccc(C2=CC3=C(Br)C(=O)C(C)(OC(=O)c4ccc(Cl)nc4)C(=O)C3=CO2)cc1 (centres undefined)	-4%	?	-18%
CCOC(=O)C1(C)Oc2ccccc2C(C(=O)OC)=C1C(=O)OC (centres undefined)	-7%	?	16µM*
O=C(OCC(=O)N1CCN(c2ccccc2)CC1)c1nc(Cl)ccc1Cl	2%	7%	-28%
COCc1cc(C)n(CC(=O)Nc2cccc(C)c2)c(=O)c1C#N	-10%	-1%	-10%
Cc1oc(-c2ccccc2)cc1C(=O)Nc1ccc(N(C)C)cc1	-2%	?	?
CC1CCN(c2ccc3c(c2)S(=O)(=O)c2ccccc2C3=O)CC1	.	?	?
Cc1nnc(SCC(=O)N2CCN(C(=O)c3ccco3)CC2)n1C	0%	22%	21%
CC(=O)Nc1ccc(NC(=O)C(c2ccccc2)c2ccccc2)cc1	-6%	2%	8%
CS(=O)(=O)N1c2ccccc2[C@]2(Br)C[C@H]3C(=O)N[C@@H](Cc4ccccc4)C(=O)N3[C@H]12	.	?	?
COc1cc(/C=C(\C#N)c2nc3ccc(C)cc3[nH]2)cc([N+](=O)[O-])c1O	17%	?	21µM*
Cc1[nH]n(-c2ccccc2)c(=O)c1/C=N/O	-2%	-20%	-19%
Cc1occc1C(=O)NCc1cccs1	-1%	-9%	-26%
COc1ccccc1NC(=O)c1ccc2c(c1)N(CC#N)C(=O)C(C)(C)O2	-11%	?	?
CC(C)(C)c1ccc(OCC(=O)N2CCCCCC2)c(Br)c1	-12%	3%	-14%
CCOC(=O)/C(C#N)=C\C=C1C=CN(C)C=C1	?	2%	-6%
Cn1nc(C(C)(C)C)c([N+](=O)[O-])c1C(=O)NCCO	0%	?	?
CCC1=C/C(=C/N(C)c2ccccc2)C(=O)S1	-12%	?	?
CCOC(=O)c1nn(-c2sc(C(=O)OC)c(C)c2C(=O)OC)cc1O	0%	-22%	-26%
O=C(COC(=O)CNS(=O)(=O)c1c(Cl)cccc1Cl)Nc1ccccc1Sc1ccccc1	-11%	0%	?
O=C(Cc1cccs1)N(c1ccc(Cl)cc1)C1C=CS(=O)(=O)C1 (centres undefined)	0%	5%	-17%
COC(=O)Nc1ccc(S(=O)(=O)Nc2ccc(C(=O)O)cc2)cc1	2%	8%	-10%
Cc1ccc(-c2nc3ncccc3o2)cc1NC(=O)c1ccco1	.	3%	-6%
O=C(COC(=O)c1ccc2c(c1)C(=O)N(c1cccc3ncccc13)C2=O)c1ccc(Cl)cc1	-5%	?	?
CSc1ccc(Nc2nn(-c3ccc(OC(F)(F)F)cc3)nc2C(C)=O)cc1	3%	-7%	-6%
O=c1c2[nH]c3ccccc3c2ncn1Cc1ccco1	-11%	-3%	-1%
CCOc1cccc2sc(N3CCN(C(=O)c4ccco4)CC3)nc12	-7%	15µM*	16µM*
COc1ccccc1OCC(=O)Nc1cccc(-c2nc3ccccc3o2)c1	0%	?	?
COc1ccc(Cl)cc1NC(=O)CSc1cn(CC(=O)N2CCCC2)c2ccccc12	-17%	12µM*	3.3µM*
Cc1ccc(NC(=O)CSc2nc(=O)n(Cc3ccncc3)c3c2CCC3)c(C)c1	-4%	5%	-17%
CN(CC(=O)Nc1nc2ccccc2s1)S(=O)(=O)c1ccccc1	-2%	?	?
COC(=O)c1ccc(CSc2nnc(-c3c[nH]c4ccccc34)n2C)o1	-7%	23µM*	13µM*
CCCCCCCCN1C(=O)[C@H](CC(=O)NCC2CCCCC2)C[C@@]2(C(=O)OC)CC(C)(C)CC=C12	.	?	13µM*
NNC(=O)CNC(=O)c1ccccc1F	8%	-4%	-7%
COc1ccc(NC(=O)CN(C)C(=O)CN2C(=O)c3ccc([N+](=O)[O-])cc3C2=O)cc1	-1%	4%	9%
COc1ccc(NCc2ccccc2-c2nnc(-c3ccccc3)o2)cc1Cl	0%	-16%	-16%
Cc1cc(C)cc(NC(=S)N2CCC(NC(=O)c3ccccc3C)CC2)c1	0%	-11%	-19%
O=c1[nH]c(Cc2ccccc2)nc2ccccc12	-3%	6%	-2%
CC1=C(c2ccc(Cl)cc2)[N+](=O)C(C)(C)N1[O-]	-2%	16µM*	?
Nc1nc(COC(=O)C2CC(=O)N(CCc3ccccc3)C2)nc(Nc2ccccc2)n1 (centres undefined)	-4%	-14%	2%
COc1ccc(NC(=O)CSc2ccc(-c3ccco3)nn2)cc1	-20%	?	?
Cc1noc(Cn2c(=O)c3cc4c(cc3n(CC(=O)Nc3ccccc3Br)c2=O)OCO4)n1	3%	2%	-17%
Fc1cccc(Cl)c1C1Nc2cccc3cccc(c23)N1	-15%	23µM*	21µM*
Cc1ccc(C(=O)N/C(=C\c2cn(C)c3ccccc23)C(=O)N2CCN(C)CC2)cc1	1%	-15%	11%
O=C(Nc1cccnc1)c1ccc(COc2ccccc2Br)o1	-2%	?	?
CCN(CC)C(=O)CSc1nnc(-c2ccccn2)n1-c1ccc(C)c(C)c1	-2%	2%	-13%
CC1CCN(C(=O)c2[nH]cnc2C(=O)Nc2ccccc2)CC1	-3%	-18%	-19%
Cc1ccc(N2CCN(S(=O)(=O)N(C)C)CC2)c(C)c1	-27%	?	?
Cc1ccccc1NC(=O)CN1CCC(NC(=O)Nc2ccccc2)CC1	-1%	-12%	?
N#Cc1ccsc1NC(=O)CN(Cc1ccccc1)Cc1ccccc1	-17%	21µM*	15µM*
Cc1cccc(C)c1NC(=O)CN1CCN(C(=O)CN2C(=O)NC3(CCCCC3C)C2=O)CC1 (centres undefined)	-3%	-20%	-11%
COCCn1nnnc1C(c1cccc(C#N)c1)N1CCCCCC1 (centres undefined)	-1%	-2%	?
O=C(OCC(=O)N1CCCC1=O)c1ccc(O)cc1O	-4%	3%	-20%
CCC(CN)CC(C)CCNCC(O)CNCC(C)CC(CC)CN (centres undefined)	.	-1%	3%
Cc1nnc(NC(=O)c2ccc(S(=O)(=O)N(C)Cc3ccccc3)cc2)o1	4%	?	23µM*
CC(=O)Nc1ccc(NC(=O)COC(=O)CCCc2c[nH]c3ccccc23)cc1	-4%	-2%	-1%

Entries of single compounds as entered above:
CC1CCN(C(=O)c2[nH]cnc2C(=O)Nc2ccccc2)CC1 across the screens: GCN5L2 inh = -3%; TDP1 cell CPT = -18%; DT40 TDP1 no CPT = -19%
O=C(OCC(=O)N1CCCC1=O)c1ccc(O)cc1O across the screens: GCN5L2 inh = -4%; TDP1 cell CPT = 3%; DT40 TDP1 no CPT = -20%

Other results:
SMILES	GCN5L2 inh	TDP1 cell CPT	DT40 TDP1 no CPT
CCCCOCCCNC(=O)C[C@@H]1C[C@@]2(C(=O)OC)CCCCC=C2N(Cc2ccc(Cl)cc2Cl)C1=O	.	?	?
CCCCN(C)C(=O)c1cc2cc3ccc(OC)cc3nc2s1	-6%	?	?
CC(C)(C)n1nnnc1C(c1ccccc1)N1CCN(CCN2CCOCC2)CC1 (centres undefined)	.	2%	-19%
c1ccc(CNc2nc(-c3ccccn3)nc3ccccc23)cc1	3%	3.7µM*	3.7µM*
CC1CCN(S(=O)(=O)c2ccc(C(=O)Nc3ncccc3O)cc2)CC1	-6%	?	15µM*
Cc1ccc(-n2ccnc2SCC(=O)O)c(C)c1	0%	-9%	-5%
COc1ccc(-c2ccc(C(=O)N3CCc4c(cnc(C)c4CNS(=O)(=O)N(C)C)C3)o2)cc1	.	-3%[9.04 µM]	?
O=C(NCc1ccccc1Cl)c1ccc2c(c1)OCO2	4%	?	16%
BrC(=C\c1ccccc1)/C=N/N1CCN(c2ccccc2)CC1	6%	1.2µM*	7.3µM*
Cc1ccc(C(C)C)c(OCC(=O)Nc2sc3c(c2C#N)CC(C)(C)NC3(C)C)c1	-3%	?	21µM*
COc1cc(O)c(C=Nc2ccccc2NS(=O)(=O)c2ccc(C)cc2)c(OC)c1	.	?	-23%
Cc1ccc(S(=O)(=O)N2[C@@H](c3ccc(C(C)(C)C)cc3)C(C(=O)O)=CC[C@H]2c2cccs2)cc1	-23%	?	?
N#C/C(=C1/CCCCCN1)c1nc2ccccc2[nH]1	-9%	-11%	-17%
Cc1ccc(NC(=O)c2nc[nH]c2C(=O)N[C@@H](C)c2ccccc2)cc1	-15%	?	?
CCOCC(=O)Nc1c(C(=O)Nc2ccccc2OC)oc2ccccc12	-4%	-9%	-21%

Exported in markdown: entries from further up
| Compound | GCN5L2 inh | TDP1 cell CPT | DT40 TDP1 no CPT |
| --- | --- | --- | --- |
| CC(C)(C)n1nnnc1C(c1ccccc1)N1CCN(CCN2CCOCC2)CC1 (centres undefined) | . | 2% | -19% |
| Cc1ccc(-n2ccnc2SCC(=O)O)c(C)c1 | 0% | -9% | -5% |

(listing goes on)
SMILES	GCN5L2 inh	TDP1 cell CPT	DT40 TDP1 no CPT
Cc1oc(-c2cccc(Cl)c2)nc1CS(=O)(=O)CC(=O)NCc1ccco1	0%	-30%	1%
O=C(CN1C(=O)NC2(CCCCCC2)C1=O)NCc1ccccc1Cl	-5%	-29%	-5%
COc1ccc(C2=NN(C(=O)c3ccccc3)C(c3cccc([N+](=O)[O-])c3)C2)cc1 (centres undefined)	-11%	?	?
CCc1ccc(NC(=O)COC(=O)Cn2cnc3ccccc32)cc1	-3%	7%	-11%
C=CCNC(=O)c1ccc(CSc2nc3ccccc3s2)cc1	-4%	?	?
CSCC[C@H](NC(=O)[C@H](Cc1ccc(OS(=O)(=O)O)cc1)NC(=O)[C@@H](N)CC(=O)O)C(=O)NCC(=O)N[C@@H](Cc1c[nH]c2ccccc12)C(=O)N[C@@H](CCSC)C(=O)N[C@@H](CC(=O)O)C(=O)N[C@@H](Cc1ccccc1)C(N)=O	6%	6%&-5%	-27%&-2%
CN(CC(=O)Nc1ccccc1Cl)C(=O)Cn1cnc2ccc(Cl)cc2c1=O	0%	-19%	-12%
CCC(C)c1ccccc1NC(=O)CN(C)CCOc1ccc(Cl)cc1 (centres undefined)	-11%	?	23µM*
COC(=O)c1c(C)[nH]c(C(=O)C(C)OC(=O)c2ccco2)c1C (centres undefined)	-2%	-27%	?
COc1ccc(Cn2ccc3nc(C)c(C(=O)Nc4cc(OC)c(OC)c(OC)c4)cc3c2=O)cc1	6%	?	?
CC(C)(C)c1nc(CN2CCOCC2)cc(CN2CCOCC2)c1O	-4%	-22%	?
CN(C)C(=O)CCc1ccc2c3c([nH]c2c1)[C@]1(CCc2ccccc2)[C@@H](C(=O)N2CCCCC2)C[C@H](CC(=O)NCc2ccco2)C(=O)N1CC3	-1%	-13%	?
Fc1ccc(C2c3cccn3CCN2C(=S)Nc2cccc(Br)c2)cc1 (centres undefined)	-13%	?	?
Cc1oc2cc3oc(=O)c(CC(=O)O)c(C)c3cc2c1-c1ccccc1	-10%	-8%	3%
Cc1ccc(CS(=O)(=O)c2nsc(C)c2C#N)cc1	-5%	-7%	-9%
COc1ccc(Oc2c(C)nc(SCC(=O)c3ccc(Cl)cc3)[nH]c2=O)cc1	-5%	17%	-30%
O=C(c1cccs1)N1CCCc2cc(NS(=O)(=O)c3ccc(F)cc3F)ccc21	25%	21µM*	9.2µM*
O=C(NCc1ccc(F)cc1)C1CCN(C(=O)NCc2ccccc2)CC1	0%	-1%	0%
Cc1c(C)c(C)c2[nH]c(-c3ccc4c(c3)OCO4)nc2c1C	?	?	18µM*
CCC1CCCCN1C(=O)CSc1nc(N)c(NC(=O)c2ccco2)c(=O)[nH]1 (centres undefined)	-6%	-8%	-4%
CCOc1ccccc1C(=O)OCC(=O)Nc1ccc(N2CCCCC2)cc1	2%	-27%	?
CC/C(=N\NC(=O)c1cc(C)nc2ccccc12)c1ccc(C)s1	0%	7%	?
